CD40 NFkB inh = inhibitors of CD40-induced NF-kB signaling, primary screen, BL2 cells, luciferase reporter, single point; CD40L-induced, 4 h; inhibition, % at 10 µM; 83,000 tested, 0.94% active;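 active = mean inhibition of at least 50% with a set share of replicates also reaching that level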;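 note: 0% = neutral control wells and 100% = IKK inhibitor VII at 50 µM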
Active calls of the source: *; & = joins results of further samples; [ ] = dose if it differs, or a comment. These rows are one share of the data; count on the stated rates, not on these rows.

CD40 NFkB inh	SMILES
13.5	O=C(Cc1ncc(C(F)(F)F)cc1Cl)NCCc1ccccn1
8.5	CC1CCc2sc(C(=O)NC3CCN(Cc4ccccc4)CC3)cc2C1 (stereo not drawn)
100.7*	Cn1cnc([N+](=O)[O-])c1S(=O)(=O)Oc1cccc2ccccc12
-6.2	Cc1cc(C(=O)CN2C(=O)NC3(CCCc4ccccc43)C2=O)c(C)n1C (stereo not drawn)
1.3	Fc1cccc(Cc2noc(CN3CCSCC3)n2)c1
-0.2	NC(=O)c1ccc(NC(=O)COc2coc(CN3CCc4ccccc4C3)cc2=O)cc1
8.6[25 µM]	CCCN1C[C@H](C)[C@@H](OC)CN(C)C(=O)c2cc(NC(=O)C3CCC3)ccc2OC[C@@H]1C
7.8	CCN(CC(=O)NCc1cccs1)c1ccc(S(=O)(=O)N2CCOCC2)cn1

Two successive entries already listed, quoted:
CD40 NFkB inh	SMILES
-6.2	Cc1cc(C(=O)CN2C(=O)NC3(CCCc4ccccc43)C2=O)c(C)n1C (stereo not drawn)
1.3	Fc1cccc(Cc2noc(CN3CCSCC3)n2)c1

Continued:
CD40 NFkB inh	SMILES
15.8	N#CCc1ccnc2ccccc12
8.8	CCOCC(=O)Nc1cc(OC)c(Cl)cc1OC
-3.0	CCOC(=O)C1CCCN(Cc2cc(=O)oc3cc(C)c(C)cc23)C1 (stereo not drawn)
7.1	O=C(NCCS(=O)(=O)N1CCC2(CC1)OCCO2)c1ccc(F)cc1
-5.1[25 µM]	C[C@H]1CN([C@@H](C)CO)C(=O)Cc2cc(NS(=O)(=O)c3cn(C)cn3)ccc2O[C@@H]1CN(C)C(=O)NC1CCCCC1
-2.0[25 µM]	CCc1nc(N2[C@H](C#N)[C@@H](c3ccccc3-c3ccc(F)cc3)[C@@H]2CO)sc1C
2.1	O=C(N[C@@H]1CC[C@@H](CCNC(=O)C2CCCC2)O[C@H]1CO)c1ccccn1
10.5	NC(=O)C[n+]1cccc(C(N)=O)c1
3.4	Cc1ccc(S(=O)(=O)N2CCCCC2)cc1NC(=O)CSc1nccn1C
0.9	O=C(CN1C(=O)C2(OCCO2)c2ccccc21)c1ccc(Br)cc1
-15.4	COc1ccccc1-n1c(Cc2cccc3ccccc23)nnc1SCC(=O)O
0.7	CCSc1nnc(NS(=O)(=O)c2ccc(OC)cc2)s1
23.5	CCCCCOC(=O)Cn1c(=O)oc2ccccc21
-1.0[25 µM]	C[C@H](CO)N1C[C@H](C)[C@H](CN(C)S(=O)(=O)c2ccc(F)cc2)OCCCC[C@H](C)Oc2ccc(N(C)C)cc2C1=O
-8.1	Cc1ccc(N/C(N)=N/c2nc(CSc3nnc(C)s3)cc(=O)[nH]2)c(C)c1
-28.7	COc1ccc(/C=C/C(=O)N(CCC(N)=O)c2ccccc2)cc1S(=O)(=O)N1CCOCC1
-2.3	COc1ccc(Nc2nnc(-c3ccc(O)cc3)c3ccccc23)cc1
-4.7	CCC1CCCCN1C(=O)COC(=O)c1cc(C)nc2ccccc12 (stereo not drawn)
-11.0[25 µM]	CCN(C[C@@H]1[C@@H](c2ccccc2)[C@@H](CO)N1C(=O)COC)C(=O)NC(C)C
-2.8	COc1cc(C(=O)NCc2cccnc2)ccc1OCC(=O)Nc1cccc(C(F)(F)F)c1
8.6	Cc1nnc2n1N=C(c1ccc3c(c1)NC(=O)CO3)CS2
-82.7	O=C(COc1ccc2c(c1)CCC2)N1CCc2ccccc21
9.7	COc1ccc2oc(C(=O)OCC(=O)N3CC(C)CC(C)C3)c(C)c2c1 (stereo not drawn)
-0.9	CN(Cc1ccccc1)C(=O)COc1ccc(-c2nnco2)cc1
1.2	CC(=O)c1ccc(S(=O)(=O)N2CCN(CCOc3ccc(Br)cc3)CC2)cc1
-12.3	Cc1ccc2cc(-c3noc(C4CCCCC4)n3)c(=O)[nH]c2c1
-25.4	CN(C(=O)COC(=O)c1cccnc1Nc1ccccc1F)C1CCS(=O)(=O)C1 (stereo not drawn)
-7.7	CCn1c(=O)c2cc(C(=O)N3CCOCC3)sc2c2ccccc21
-5.2	Cc1cc(-c2ccc3ccccc3c2)n2ncnc2n1
-38.9	CC(C)(C)NC(=O)NC(=O)CN1CCCc2ccccc21
0.1	CSc1ccccc1NC(=O)COC(=O)CCCOc1ccc(C)cc1
13.3	O=C(Nc1ccccc1)N1CCCCN2[C@H](CO)[C@H](c3ccc(-c4ccccc4F)cc3)[C@H]2C1
13.2&-1.0	COc1ccccc1NC(=O)N1C[C@@H]2N[C@H](C1)C2c1ccc(-c2ccc(C#N)cc2)cc1 (stereo partly drawn)
2.0	COc1ccc(C)cc1NC(=O)CN1c2cccc3cccc(c23)S1(=O)=O
9.1[25 µM]	C[C@H]1CCCCO[C@H](CN(C)C(=O)Nc2ccc(C(F)(F)F)cc2)[C@@H](C)CN([C@@H](C)CO)C(=O)c2cc(NS(=O)(=O)c3cn(C)cn3)ccc2O1
6.3[25 µM]	C/C=C/c1cccc(-c2nc(C(=O)N3CCCCC3)cc3c2[C@H](CCO)N(C(=O)NC(C)C)C3)c1
13.7[25 µM]	CCCNC(=O)N1[C@H](CO)[C@H](c2ccc(-c3ccc(C#N)cc3)cc2)[C@@H]1CNC
7.8	Cc1ccc2c(c1)N(CC(=O)NC1CCCC1)C(=O)CO2
59.3*[25 µM]	COc1cccc(S(=O)(=O)N(C)C[C@H]2OCc3ccccc3-c3c(n(C)c4ccccc34)C(=O)N([C@@H](C)CO)C[C@@H]2C)c1
-7.2	COc1ccc(Cc2nc3ccc(C(=O)NCC4COCCO4)cc3o2)cc1OC (stereo not drawn)
5.9	COC(=O)c1ccc(NC(=O)CSc2nc(=O)n3cccc(C)c3n2)cc1
-2.3[25 µM]	COc1ccc(CNC(=O)C[C@@H]2C[C@H]3c4cc(NC(=O)NC5CCCC5)ccc4O[C@H]3[C@@H](CO)O2)cc1
-43.2	O=CN1CCN(C(=O)c2ccc(-c3nc4ccccc4s3)s2)CC1
4.7	COCc1nnc(NC(=O)c2ccc(S(=O)(=O)N3CCCC3)cc2)o1
-5.5&-3.5	O=S(=O)(c1ccc(-c2ccccc2)cc1)N1[C@@H]2CNC[C@H]1C2c1ccc(-c2cccnc2)cc1 (stereo partly drawn)
-7.2[25 µM]	COc1ccc(CN(C)C[C@H]2Oc3ccc(NC(=O)Nc4c(C)noc4C)cc3C(=O)N([C@H](C)CO)C[C@H]2C)cc1
-27.5	CN(C(=O)c1cc2c(s1)-c1ccccc1S(=O)(=O)C2)c1ccccc1F
-0.2	CC1=CC2=NC(=O)CC(C)(C(=O)N(CC(=O)NC(C)(C)C)Cc3ccccc3)N2C=C1 (stereo not drawn)
1.2	CCOCCn1c(SCCc2ccccc2)nc2c1c(=O)[nH]c(=O)n2C
8.3	c1cncc(-c2nn3cnnc3s2)c1
-2.6[25 µM]	N#C[C@@H]1[C@@H](c2ccccc2-c2ccc(F)cc2)[C@H](CO)N1c1ncc(-c2ccccc2)s1
2.9	CCN(C(=O)COC(=O)Cc1coc2cc(C)ccc12)c1c(N)n(Cc2ccccc2)c(=O)[nH]c1=O
-0.9[25 µM]	O=C(C[C@@H]1CC[C@H](NC(=O)C2CCOCC2)[C@H](CO)O1)NCC1CCCCC1
5.0	COc1ccc(NC(=S)NNC(=O)C(C)n2nc(C)c([N+](=O)[O-])c2C)cc1 (stereo not drawn)
13.7	Cc1ccc(-c2nnn(CC(=O)NC(=O)NC3CCCCC3)n2)cc1
9.1[25 µM]	O=C(Nc1ccccc1F)N1CC(=O)N2[C@@H](CO)[C@@H](c3ccc(-c4cccnc4)cc3)[C@@H]2C1

Individual results from above:
Result for O=C(C[C@@H]1CC[C@H](NC(=O)C2CCOCC2)[C@H](CO)O1)NCC1CCCCC1 under CD40 NFkB inh: -0.9[25 µM]
Result for O=C(Nc1ccccc1F)N1CC(=O)N2[C@@H](CO)[C@@H](c3ccc(-c4cccnc4)cc3)[C@@H]2C1 under CD40 NFkB inh: 9.1[25 µM]

Additional records
CD40 NFkB inh	SMILES
18.9	O=C(Nc1nc(-c2ccccn2)cs1)C1CC(=O)N(c2ccc3c(c2)OCCO3)C1 (stereo not drawn)
2.3[25 µM]	CN(C)c1ccc2c(c1)[C@H]1C[C@H](CC(=O)O)O[C@@H](CO)[C@H]1O2
2.6	C[C@@H](NC(=O)C[C@H]1C[C@H]2c3cc(NC(=O)NC4CCCC4)ccc3O[C@H]2[C@@H](CO)O1)c1ccccc1
-62.0	Cc1cc(F)ccc1-c1cc(C(=O)Nc2ccc(F)cc2)[nH]n1
-18.7	COc1ccc(C(CNC(=O)c2ccc(C)o2)N2CCOCC2)cc1 (stereo not drawn)
8.0	Cc1cc(C)cc(NC(=O)COC(=O)CCc2ccc(S(=O)(=O)N3CCOCC3)cc2)c1
1.8	CCCCOc1ccc(C(=O)OCC(=O)N2CCCCCC2)cc1
-0.7[25 µM]	Cc1ccc(NC(=O)C[C@H]2CC[C@H]3[C@@H](COc4ccc(NC(=O)c5ccc(F)cc5)cc4C(=O)N3C)O2)cc1
23.5[25 µM]	Cc1cccc(S(=O)(=O)N2CC[C@@H]3[C@H]2c2cc(C#Cc4ccc(F)cc4)ccc2N[C@@H]3CO)c1
3.8	Cc1cc(C)n2nc(Cc3ccccc3)nc2n1
-87.9	Cc1occc1C(=O)Nc1ccc2c(c1)CCC2
-8.7	CCOC(=O)C1=C(COC(=O)CNC(=O)c2ccc(Cl)cc2Cl)NC(=O)NC1C (stereo not drawn)
-14.2	O=C(/C=C(/c1ccc(Cl)cc1)n1cncn1)c1ccccc1
-22.7[25 µM]	COc1cccc(-c2ccc([C@@H]3[C@@H](CO)N4CCCCN(CC5CC5)C[C@@H]34)cc2)c1
-16.1	CO[C@H](CN(C)C(=O)C1CC1)[C@@H](C)CN(C(=O)Nc1ccc(C(F)(F)F)cc1)[C@H](C)CO
-2.3	O=C(CNc1ccccc1N1CCCC1=O)Nc1cc(C(F)(F)F)ccc1-n1cncn1
12.6	CCOCCCNC(=O)C1c2ccccc2C(=O)N2CCc3ccccc3C12 (stereo not drawn)
-0.5	O=C(CN1C(=O)NC2(CCCCC2)C1=O)N(Cc1ccco1)Cc1cccs1
12.7	COCCn1c(N)c(C(=O)c2cccc(S(=O)(=O)N3CCCCCC3)c2)c(=O)[nH]c1=O
4.0	Cc1ccc(S(=O)(=O)NCCC(=O)NC2CCCCC2)cc1
4.8	COc1ccc(C)cc1S(=O)(=O)N1CCC(C(=O)N2CCN(C)CC2)CC1
-2.1	Cc1nc2ccccc2c(=O)n1-c1ccc(F)c(NS(=O)(=O)c2ccccc2F)c1
1.1	c1ccc2[nH]c(N3CCOCC3)nc2c1
1.6	CCN(CC(=O)Nc1ccccc1C(F)(F)F)C(=O)CSCc1c(C)noc1C
7.4	COc1ccccc1C(=O)NC(CCSC)C(=O)N1CCN(C(C)=O)CC1 (stereo not drawn)
0.2	O=C(NC(=S)Nc1cccc2ncccc12)c1ccco1
0.7	Cc1ccc(S(=O)(=O)N2CCN(C(=O)n3ccnc3)CC2)cc1
-0.5	O=C(Cn1nc(-c2ccccc2)nc1-c1ccccc1)OC1CCCCC1
-10.8	O=C(CCc1nc2sc3c(c2c(=O)[nH]1)CCCC3)N1CCN(c2ccccc2)CC1
12.1	Cc1ccc(S(=O)(=O)Nc2cc(C(=O)N3CCOCC3)ccc2N2CCCCC2)cc1
74.2*[25 µM]	CC12C(=O)OC(=O)C1(C)C1CCC2O1 (stereo not drawn)
2.0	Cc1nn(C)c(C)c1NC(=O)c1cnn2c(C(F)F)cc(-c3ccccc3)nc12
0.6	COc1ccc(NS(=O)(=O)N2CCCCC2)cc1
1.2	Cc1ccc(OCCCCn2cnc3ccccc32)cc1
5.4	COc1cc2c(cc1OC)C(c1ccccc1)N(S(C)(=O)=O)CC2 (stereo not drawn)
-3.8[25 µM]	C[C@H](CO)N1C[C@H](C)[C@H](CN(C)C(=O)Nc2ccc(F)cc2)Oc2ccc(NC(=O)c3ccncc3)cc2CC1=O
-37.3	Cc1cc(CNC(=O)CCc2nnc(CCCc3ccccc3)o2)nn1C
-62.8	Nc1nc(SCc2ccccc2)c2ncn(C3CCCCC3)c2n1
1.8	CCN(CC(=O)Nc1cc(Cl)ccc1C)C(=O)Cn1c(=O)cnc2ccccc21
-4.8	O=C(O)c1sc2ncccc2c1OCc1ccccc1

Quoted at random: 2 entries already listed.
CD40 NFkB inh	SMILES
0.6	COc1ccc(NS(=O)(=O)N2CCCCC2)cc1
-3.8[25 µM]	C[C@H](CO)N1C[C@H](C)[C@H](CN(C)C(=O)Nc2ccc(F)cc2)Oc2ccc(NC(=O)c3ccncc3)cc2CC1=O

Further structures follow.
CD40 NFkB inh	SMILES
13.6	CCCCNC(=O)C1CCCN(S(=O)(=O)CC)C1 (stereo not drawn)
-0.8	O=C(CN1C(=O)NC(c2ccccc2)(c2ccccc2)C1=O)NCc1ccco1
-0.1	O=C(COc1ccccc1F)NCC(c1ccc(F)cc1)N1CCOCC1 (stereo not drawn)
15.3	Cc1cc[n+]2c3c(cccc13)CCC2
2.3	Cc1ccc(S(=O)(=O)N2CCN(C(=O)C3CCN(C(=O)c4ccc(F)cc4)CC3)CC2)c(C)c1
-65.1	O=C(c1ccco1)N1CCN(c2nc3ccccc3n3nnnc23)CC1
-6.4	CC(=O)c1ccc(OC(=O)c2ccc(-n3nc(C)cc3C)cc2)cc1
9.2	CCc1ccc(C(=O)NNC(=O)CCc2nc3ccccc3c(=O)[nH]2)cc1
24.8[25 µM]	OC[C@@H]1Nc2ccc(-c3cccc(F)c3)cc2[C@H]2[C@@H]1CCN2Cc1ccc(F)cc1
3.7	O=C(COC(=O)C1CCC1)Nc1ccc(Cl)cn1
4.0	O=S(=O)(c1ccc(F)cc1)N1CCN(C(=S)NCC2CCCO2)CC1 (stereo not drawn)
-46.0	Cc1cc(NC(=O)COC(=O)C2CC2)ccc1Br
1.5	N#C[C@H]1[C@@H](c2ccc(/C=C/c3ccccc3)cc2)[C@@H](CO)N1C(=O)C1CCOCC1
-25.1	CCOc1ccc(S(=O)(=O)NCc2ccco2)cc1
5.9	CN(CC(=O)Nc1cc(Cl)ccc1Cl)C1CCS(=O)(=O)C1 (stereo not drawn)

Assay outcomes from PubChem BioAssay.
